PriA SSB inh = blocks PriA binding to SSB C-terminal tail; AlphaScreen SSBct-PriA binding, biotinylated peptide; inhibition, % at 33 µM; actives 0.6% (n = 430,000); AID 1272365; in the data active means inhibition mostly above about 37%, no sharp cut-off; inactive means mostly below about 20%;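 further: plate controls were negative control peptide for no effect and reference peptide for full effect; strong numbers were not always called active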
The depositor's hits bear a star; & = joins results of further samples. Not all compounds are listed; the hit share may differ from the screen's.

Structure,PriA SSB inh
O=S(=O)(Nc1cccc(-c2ccc3nnc(-c4ccncc4)n3n2)c1)c1cccs1,-9
CCOC(=O)c1csc(NC(=O)CS(=O)(=O)c2ccc(F)cc2)n1,2
O=C(NC1CCN(c2cc(C(F)(F)F)ncn2)CC1)c1ccc(F)cc1F,2
CC(=NNC(=O)c1cccc(S(=O)(=O)Nc2ccccc2Cl)c1)c1ccco1,2
CCOc1ccc2nc(NC(=O)/C=C/c3ccccc3)sc2c1,1
O=C(c1cc2ccccn2c1)N1CCCC(Oc2cnccn2)C1 (stereo not given),-5
CS(=O)(=O)c1ccccc1C(=O)N1CC(=O)Nc2ccccc21,-13&-9
COc1ccc(NC(=O)CCCn2nc(-c3ccc(F)cc3)ccc2=O)cc1,0
COC(=O)c1ccc(NC(=O)CSc2nnc(CN3CCOCC3)o2)cc1,-23
O=C(O)c1ccc(NC(=O)N2C[C@H]3C[C@H](C2)c2cccc(=O)n2C3)cc1,-10
CCOC(=O)c1ccc(NC(=O)CSc2ncnc3c2oc2ccccc23)cc1,-17
C[C@@H]1Oc2ccccc2CN(c2cc(Cl)ccc2F)C1=O,-8
CS(=O)(=O)CCC(N)c1nc(-c2ccccn2)no1 (stereo not given),0
Cc1ccc(C(=O)Nc2cc(-c3cccs3)nn2-c2nc(C)c(C)c(=O)[nH]2)cc1,-2
COc1cccc(C(=O)Nc2ccc(C(C)=O)cc2)c1OC,6
COC(=O)NCC(C)(OC)c1cccc(Cl)c1 (stereo not given),-14
O=S(=O)(NCC#CCN1CCCC1)c1ccc(C(F)(F)F)cc1,-14
O=C(CN1C(=O)c2ccccc2S1(=O)=O)NCCc1c[nH]c2ccccc12,5
O=C(CCCS(=O)(=O)c1ccc(F)cc1)Nc1cccc(-c2nc3ccccc3s2)c1,4
O=C(CCS(=O)(=O)c1ccccc1)N(CCN1CCOCC1)c1nc2c(F)cc(F)cc2s1,-18
COC(=O)NN=Cc1sc(N2CCCCC2)nc1-c1cccs1,-3
COc1ccc(C(=O)Nc2ncc(S(=O)(=O)c3ccc([N+](=O)[O-])cc3)s2)cc1OC,4
C#CCn1c(=NC(=O)c2ccc3ncsc3c2)sc2cccc(Cl)c21,-11
Cc1ccc(C(=O)NN=Cc2nc3ccccc3n2C)cc1,-12
Cc1occc(=O)c1OS(=O)(=O)c1ccc(Cl)cc1,-3
CC(O)=C(N=O)C(=O)Nc1ccccc1,1
COc1ccc(CCNc2nc(S(=O)(=O)c3ccc(C)cc3)c(Cl)s2)cc1OC,-11
Cc1cc(C=NNC(N)=S)c(C)n1-c1ccc(Br)cc1,8
COc1ccc(C2(CNS(=O)(=O)CCN3C(=O)CCCC3=O)CCCC2)cc1,-7
COc1ccc(N2CCCS2(=O)=O)cc1NC(=O)c1ccccc1Cl,-2
COC(=O)c1cc(OC)c(OC)cc1NC(=O)c1ccc(-c2ccccc2F)o1,-14
COCCn1c(SCc2ccc(Cl)cc2)nc2cc(C(=O)NC(C)C)ccc2c1=O,4
CCOc1ccc2nc(NC(=O)c3ccc(Br)cc3F)sc2c1,6
O=C(Cn1c(-c2ccncc2)nc2ccccc21)NCCc1ccccc1,-11
O=C(Cn1nc(-n2ccc3ccccc32)ccc1=O)NC1CCCc2ccccc21 (stereo not given),-3
COC(=O)c1ccccc1NC(=O)CSc1nc(C)cc(N2CCOCC2)n1,6
O=C(CSc1ccncc1)NCCN1Cc2cc(Cl)ccc2OCC1=O,-16
COc1ccc(CC(=O)NCC2CCN(Cc3cccs3)CC2)cc1,4
Cc1ccc2nc(N3CC(C(=O)NCC(F)(F)F)C3)sc2c1,-14
CCCc1cc(=O)[nH]c2nnc(SCc3c(F)cccc3Cl)n12,-17
COc1ccc(Cc2nnc(NN=Cc3ccc(O)cc3)[nH]c2=O)cc1OC,120
N#C/C(C(=O)N1CCCCC1)=C1/S[C@@H](Cc2cccc(Cl)c2Cl)C(=O)N1c1ccccc1,-4
COc1nn(C)cc1C(=O)NCCc1cc(C)no1,11
Cn1c(C(C#N)=NO)nc2ccccc21,-19
CCOc1cc(-c2ccc(C)cc2)nc2ccc(C(=O)N3CCC(C(N)=O)CC3)cc12,-1
CC(=NNc1ccc([N+](=O)[O-])cc1[N+](=O)[O-])C(C)C(C)C (stereo not given),38
COc1ccc(C(=O)NCCS(=O)(=O)NC(C)(C)C)cc1,-14
CSc1nc2ccc(NC(=S)NC(=O)c3ccc(C(=O)c4ccccc4)cc3)cc2s1,-6
COc1ccc(OC)c2sc(N(CC3CCCO3)C(=O)COc3ccccc3F)nc12 (stereo not given),-3
O=S(=O)(Cc1ccc(Cl)cc1)NCc1cnn2c1CCCC2,-14
Cc1ccc(C(=O)c2cnc3cc4c(cc3c2N2CCN(C)CC2)OCO4)cc1C,-7
CS(=O)(=O)c1ccc(CC(=O)Nc2nnc(Cc3ccc4c(c3)OCCO4)o2)cc1,47*
C[C@](O)(CNS(=O)(=O)c1ccccc1Br)c1ccc2c(c1)OCO2,2
O=C(c1ccccc1)c1sc(NC(=O)c2cc(-c3ccccc3)nc3ccccc23)nc1-c1ccccc1,10
CN1CCN(c2cc(N3CCCC3)ccc2[N+](=O)[O-])CC1,59*
NC(=O)c1oc2ccccc2c1NC(=O)c1ccc(Cl)s1,-4
CC(C=NNC(=S)Nc1cccc(S(=O)(=O)N(C)C)c1)c1ccccc1 (stereo not given),5
Cc1ccc(C)c(S(=O)(=O)Nc2ccc3c(c2)C(=O)NCCO3)c1,-4
COc1ccc(NC(=O)Nc2ccc(-c3cn4ccc(C)nc4n3)cc2)cc1,-3
N#Cc1nccnc1O[C@H]1CCN(C(=O)C2(c3cccs3)CCCC2)C1,-12

More structures:
SMILES | PriA SSB inh
Cn1nc(N2CCCC(C(=O)N3CCN(c4ccc(F)c(Cl)c4)CC3)C2)ccc1=O (stereo not given) | -9
Cc1cc(F)ccc1S(=O)(=O)NCC1CCN(c2cnccn2)CC1 | 9
CC(=O)Nc1ccc(Nc2cc(-c3ccccc3)c3cc(Cl)ccc3n2)cc1 | -8&13
COc1ccc(S(=O)(=O)NCCCn2nc(-c3ccc(F)cc3)ccc2=O)cc1F | -5&2
C=CCn1c(SCC(=O)Nc2ccccc2C(=O)OCC)nc2c([nH]c3ccccc32)c1=O | -21
O=S(=O)(c1ccc2c(c1)CCCC2)N1CCC(Oc2cccnn2)CC1 | -7
COc1cccc2cc(C(=O)Nc3nnc(Cc4ccc5c(c4)OCCO5)o3)oc12 | -11
COc1cccc(-c2csc(/C(C#N)=C\Nc3ccc(S(N)(=O)=O)cc3)n2)c1 | -6
CSc1ccccc1CN1CCC(CNC(=O)NCCc2ccccc2)CC1 | -12
O=C(CN1C(=O)SC(=C2CCCCC2)C1=O)Nc1ccc(F)cc1 | -1
O=C(CCn1cnc2ccccc2c1=O)N1CCN(Cc2csc(-c3ccccc3)n2)CC1 | 10
O=C(CN1C(=O)c2ccccc2S1(=O)=O)Nc1nc2ccc([N+](=O)[O-])cc2s1 | 8
Cc1ccc(C(=O)O)cc1NC(=O)CCC(=O)O | -15
Cc1nc(C)c(C(=O)NCCOc2cccc3cccnc23)s1 | -4
COc1ccc2[nH]c(C(=O)NN=Cc3ccc(O)cc3O)cc2c1 | -6
COC(=O)c1sccc1S(=O)(=O)Nc1cc(Cl)c(OC)cc1OC | 14
O=C(Nc1nc(-c2ccc3c(c2)OCCO3)cs1)C1CCCCC1 | -3&0
COc1ccccc1N1CCN(Cc2cc(=O)c(OC(C)c3ccccc3)co2)CC1 (stereo not given) | 9
C=CCn1c(SCC(=O)NC2CCCCC2)nc2scc(-c3ccc(F)cc3)c2c1=O | -9
Cc1[nH]c2ccccc2c1C=NNc1nc(Nc2ccc(F)cc2)nc(N2CCOCC2)n1 | 13
COc1cccc([C@H](CNC(=O)c2ccco2)OC)c1 | 0
CCCCCc1ccc(-c2ccc(C(=O)Oc3ccc(OCCC)cc3)cc2)nc1 | -22
CN(C)c1ccc(C(=O)Nc2nnc(-c3ccc4c(c3)OCCO4)o2)cc1 | -11
Cc1ccc(C(CNC(=O)CCc2ccccc2)N(C)C)cc1 (stereo not given) | -2
Cc1c(C(=O)NN=Cc2ccccc2)[nH]c2ccc(Cl)cc12 | 14
COc1cccc2cc(-c3csc(NC(=O)c4ccc5c(c4)CCCC5)n3)oc12 | -11
O=C(NCCS(=O)(=O)N1CCN(Cc2ccccc2)CC1)c1c(F)cccc1F | -1
CC(=O)Nc1nc(-c2ccc(C#N)cc2)cs1 | 3
O=C(CSc1nc2c(cnn2-c2cccc(Cl)c2)c(=O)[nH]1)NCc1ccc2c(c1)OCO2 | -7
CCOC(=O)c1cnn2ccc(NC(=O)c3ccccc3Br)cc12 | -16
NCCSc1c(-c2ccc(Br)cc2)[nH]c2ccccc12 | 20
O=C(NCc1ccc2c(c1)OCO2)C(=O)NC[C@H](O)c1cccc2ccccc12 | -1
COc1ccc(-c2cc(COC(=O)C3(c4ccc(Cl)cc4)CCCC3)no2)cc1 | -8
NC(=O)c1ccc(NC(=O)c2csc(Nc3ccccc3)n2)cc1 | 12
O=S(=O)(NCC1(O)Cc2ccccc2C1)c1cccc(Cl)c1 | 1
COc1cccc(CSc2nc(CC(=O)NCc3cccnc3)cc(=O)[nH]2)c1 | -9
CSc1ncccc1C(=O)NCCC(O)c1ccco1 (stereo not given) | -11
CCN(Cc1ccccc1)c1ncc(S(=O)(=O)c2ccc(OC)c(Cl)c2)c(N)n1 | -12
COc1ccc(OC)c2sc(N3CCN(C(=O)c4ccc5c(c4)CCCC5)CC3)nc12 | 29*
COc1cc(OC)c(-n2nnc(-c3nc(-c4ccc5c(c4)OCO5)no3)c2C)cc1Cl | 2
CC(=NNC(=O)c1ccncc1)c1cccnc1 | 2
CSc1ncccc1C(=O)N1CCC(CNC(=O)C2COc3ccccc3O2)CC1 (stereo not given) | -2
N#Cc1ccc(NC(=O)CSc2nccnc2N2CCSCC2)cc1 | 9
c1ccc2c(c1)ncn2CN1CCCCC1 | -14
Cc1cccc(CC(=O)Nc2cc(-c3cccs3)nn2-c2nc(-c3ccccc3)cc(=O)[nH]2)c1 | -13
O=C(Nc1ccc2c(c1)CN(C(=O)c1ccco1)CC2)c1cccc2ccccc12 | 15
CC[C@H](C)NC(=O)CCn1c(=O)c2ccccc2n2c(SCC(=O)NCc3cccs3)nnc12 | -8
CSc1ccc(CC(=O)Nc2nc(-c3cc([N+](=O)[O-])cs3)cs2)cc1 | 14
COc1ccccc1-[n+]1c(C)cc(C=C2Sc3ccccc3N2C)cc1C | -8
COc1ccc(CCC(=O)O)cc1 | -11
COc1ccc2nc(C(O)c3ccccc3)[nH]c2c1 (stereo not given) | -5
COCC(=O)Nc1ccc2c(c1)C(=O)N(C)c1cc(C)ccc1O2 | 23
O=C(NNC(=O)c1cccn(Cc2ccc(Cl)c(Cl)c2)c1=O)c1cccc(F)c1 | -6
COc1cc(NC(=O)COC(=O)CON=C(C)c2ccc3c(c2)OCO3)cc(OC)c1 | 7
O=C(Cc1csc(NC(=O)c2ccc3c(c2)OCO3)n1)NCc1ccccn1 | 9
C=CCc1ccccc1OC[C@@H](O)CN1CCN(Cc2ccccc2)CC1 | -20
COc1ccccc1NC(=O)N1CCC2(CC1)NC(=O)c1cccc(Cl)c1N2 | -5
COC(=O)C1CC(OC)CN1C(=O)Cc1cn(C)c2ccccc12 (stereo not given) | -4
O=C(NCCOCCONC(=O)Nc1ccccc1Cl)Nc1ccccc1Cl | -6
CCc1ccc(S(=O)(=O)c2nnn(-c3ccc(F)c(Cl)c3)c2N)cc1 | -18

New compounds follow:
SMILES | PriA SSB inh
O=C(NCC#CCN1CCOCC1)c1cc(-c2ccc(F)cc2)n[nH]1 | -11
O=C(CN1CCN(Cc2ccc3c(c2)OCO3)CC1)c1ccc(Cl)cc1 | 5
O=C(Cn1ccc2ccccc21)N1CC(c2nc(-c3cccc(C(F)(F)F)c3)no2)C1 | 0
O=C(c1sc2ccccc2c1Cl)N(Cc1cccs1)[C@H]1CCS(=O)(=O)C1 | 1
CCc1noc(-c2ccc(SCC(=O)NCc3ccc(F)cc3F)nc2)n1 | -5
CCCCc1ccc(NC(=O)c2cccn(Cc3cccc(F)c3)c2=O)cc1 | 1
O=S(=O)(c1cccnc1)N1CCC(N2CCCC2CO)CC1 (stereo not given) | -21
CN(C)c1ccc(O[C@H]2CCN(C(=O)c3cccs3)C2)nn1 | -2
COc1ccc(-c2cc(C(=O)NN=Cc3cc(OC)c(OC)cc3OC)c3ccccc3n2)cc1 | -10
CN(C)c1cncc(O[C@H]2CCN(C(=O)c3ccsc3)C2)n1 | -4
Cc1noc(Cc2csc(NC(=O)Nc3ccccc3C(F)(F)F)n2)n1 | 12

Screening results: PubChem, Small Molecule Screening Facility, UW Madison
